DRD3 antagonist = blocks the human D3 dopamine receptor. P35462. max response, negative = inhibition, %. D3R cells, DiscoveRx beta-arrestin luminescence, antagonist mode; stronger effect = lower value. hit rate 2.5% among 360,000; in the data active = max response below about -50%; inconclusive = no clear call, values can overlap the other calls; note: % is set by controls: 0 for no effect and ±100 for the full control effect; mostly tested at two doses, the higher about 12 µM
Target sequence (P35462 whole entry, looked up): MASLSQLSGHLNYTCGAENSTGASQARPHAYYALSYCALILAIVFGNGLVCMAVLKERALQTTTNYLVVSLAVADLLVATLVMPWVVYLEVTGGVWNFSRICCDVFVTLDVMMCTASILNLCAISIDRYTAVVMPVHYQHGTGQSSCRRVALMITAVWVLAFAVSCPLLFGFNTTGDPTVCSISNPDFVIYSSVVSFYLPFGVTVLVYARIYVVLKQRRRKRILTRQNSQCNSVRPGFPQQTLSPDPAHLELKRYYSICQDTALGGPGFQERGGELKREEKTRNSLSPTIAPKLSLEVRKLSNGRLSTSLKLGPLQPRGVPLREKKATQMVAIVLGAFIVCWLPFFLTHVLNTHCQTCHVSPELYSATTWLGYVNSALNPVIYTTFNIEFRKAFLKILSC
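Cells expressing the human receptor were seeded at 1500 cells/well, incubated overnight at 37 degrees C in 5% CO2, then exposed to library compounds with dopamine controls for 90 minutes at 37 degrees C before luminescent detection.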
PTHR1 ag = PTHR1 (human) receptor agonism; hit rate 0.075% among 410,000; Q03431; Potency, µM (highest dose often 115 µM), without a hit: at the top dose activation, actives largely listed as activators; HEK293 GP2 PTHR1 cells, GloSensor cAMP luminescence, 1 h; note: potency is the fitted concentration of half-maximal effect; nearly all actives have a fitted effect of over 55% in size; some results filed as inactive show a strong effect at the top dose; inactives centre near -15; many of its hits are not listed in these tables
Target sequence (Q03431 whole entry, looked up): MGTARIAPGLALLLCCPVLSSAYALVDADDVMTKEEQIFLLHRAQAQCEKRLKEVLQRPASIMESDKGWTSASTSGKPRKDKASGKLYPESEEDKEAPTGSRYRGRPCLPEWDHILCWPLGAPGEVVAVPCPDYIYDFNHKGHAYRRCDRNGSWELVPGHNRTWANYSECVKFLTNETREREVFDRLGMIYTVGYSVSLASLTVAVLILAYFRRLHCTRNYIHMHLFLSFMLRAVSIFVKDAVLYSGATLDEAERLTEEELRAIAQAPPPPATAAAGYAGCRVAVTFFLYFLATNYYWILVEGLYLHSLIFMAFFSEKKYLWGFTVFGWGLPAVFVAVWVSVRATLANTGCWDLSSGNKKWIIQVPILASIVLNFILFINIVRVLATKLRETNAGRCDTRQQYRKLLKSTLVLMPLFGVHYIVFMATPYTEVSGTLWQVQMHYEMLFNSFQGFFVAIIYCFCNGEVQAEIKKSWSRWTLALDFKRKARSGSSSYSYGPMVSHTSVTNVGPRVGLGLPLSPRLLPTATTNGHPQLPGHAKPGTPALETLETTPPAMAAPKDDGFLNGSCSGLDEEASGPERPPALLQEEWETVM
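HEK-293-derived GP2 cells expressing PTHR1 and a GloSensor cAMP reporter, 3,000/well, plated overnight, given luciferin plus IBMX (each 0.5 mM as added) for 1 h at 37 °C, then compound for 1 h at 37 °C. Luminescence was read after 15 min at room temperature.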
HEK293 tox = cytotoxicity counter-screen for GLP-1 receptor inverse agonists; HEK293 cAMP-luciferase reporter cells, luminescence, 24 h; AID 624418; Potency, µM (titrated, usually from 38.3 µM), inactives show top-dose activity change, negative = inhibition, actives largely listed as inhibitors; hit rate 0.13% among 410,000;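 note: loss of luciferase light is scored as toxicity; potency is the fitted concentration of half-maximal effect; % is set by controls: 0 for no effect and ±100 for the full control effect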
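Step one: seed cells (200 cells/uL, DMEM with 10% Nu serum, 1% pen-strep). Step two: 12-hour incubation at 37 deg C. Step three: pin 23 nL compound, incubate 24 hr. Step four: add luciferase reagent, read luminescence 12 min later.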
aSyn yeast inh = rescues yeast growth from alpha-synuclein toxicity; Potency, µM (top dose mostly 46.1 µM), inactives show at the top dose growth rescue (activation), actives largely listed as activators; Yeast expressing alpha-synuclein, growth rescue, BacTiter-Glo, 24 h; hit rate 0.14% among 370,000; note: potency is the fitted concentration of half-maximal effect; % of control where 0% means no effect; nearly all actives have a fitted effect of over 65% in size
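Galactose-induced alpha-syn yeast (OD600=0.02, raffinose-pregrown) + pinned cpd, 24 hr, 30 deg C; growth by BacTiter-Glo luminescence. Growth restoration scores as activation.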
KB-V1 MDR tox = kills drug-selected multidrug resistant KB-V1 cells; Potency, µM (top dose mostly 46.1 µM), for the others: at the highest dose activity change, negative = cytotoxicity, most hits filed as cytotoxic; AID 1347076; KB-V1 MDR cells viability, CellTiter-Glo, 72 h; hit rate 3.4% among 400,000; note: potency is the fitted concentration of half-maximal effect; % is set by controls: 0 for no effect and ±100 for the full control effect; nearly all actives have a fitted effect of over 60% in size
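qHTS viability screen in drug-selected KB-V1 MDR cells: 72 h compound treatment at 37 degrees C, ATP luminescence end point.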
TDP43 rescue = inhibitors of TDP-43 toxicity in yeast; TDP-43 expressing yeast growth rescue, BacTiter-Glo, 24 h; Potency, µM (top dose mostly 46.1 µM), without a hit: at the highest dose growth rescue (activation), actives largely listed as activators; hit rate 1.8% among 410,000; AID 652104; note: potency is the fitted concentration of half-maximal effect; % of control where 0% means no effect; nearly all actives have a fitted effect of over 50% in size
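Galactose-induced TDP-43 yeast, OD600=0.02, compound pinned; 24 hr, 30 deg C; BacTiter-Glo luminescence for growth. Inhibitors of TDP-43 toxicity read as activators.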
GLP-1R inv ag = GLP-1 receptor (human) inverse agonism | Potency, µM (highest dose often 38.3 µM), inactives show at the top dose activity change, negative = inhibition, usual class: inhibitors | HEK293 GLP-1R CRE-luciferase, luminescence, 24 h; GLP-1R form is constitutively active | hit rate 1.6% among 410,000 | AID 624417 | P43220; note: potency is the fitted concentration of half-maximal effect; % is set by controls: 0 for no effect and ±100 for the full control effect; nearly all actives have a fitted effect of over 55% in size
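qHTS in 1536-well format: reporter HEK293 cells expressing constitutive GLP-1R activity in DMEM + 10% Nu serum, 24 hr with compounds at 37 deg C, luminescence read after 12 min with detection reagent.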
DRD3 agonist = activates the human D3 dopamine receptor. D3R DiscoveRx beta-arrestin cells, luminescence, 90 min. hit rate 0.58% among 410,000. AID 652048. max activation, %. P35462; in the data active = max activation above about 30%; note: 0% is about no effect; mostly tested at two doses, the higher about 12 µM
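Cells at 1500/well, incubated overnight, then treated with pinned compounds (dopamine as control) for 90 min at 37 degrees C. DiscoveRx reagent added for 30 - 60 minutes at room temperature; luminescence read.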
GLP-1R agonist = agonists of human GLP-1 receptor; Potency, µM (series often up to 45.6 µM), without a hit: top-dose activation, most hits filed as activators; hit rate 0.007% among 380,000; HEK293 GLP-1R CRE-luciferase, luminescence, 4-6 h; cells express a hypersensitive GLP-1R form; note: potency is the fitted concentration of half-maximal effect; % of control where 0% means no effect
An asterisk follows results filed as active; [ ] = another dose, or the depositor's remark. Unless noted, calls come from the whole dose curve; as a rule, active = well fitted curve in the direction sought with a large enough effect; inconclusive = small, poorly fitted or top-dose-only effect, or another doubt; inactive = no such curve, though single readings can be large; an effect the other way counts as inactive or inconclusive. Only part of the results is shown; the hit share may differ from the screen's.

Results for CSc1nnc(C2CCCN2)n1C (stereo not drawn) ?
DRD3 antagonist: -54*; PTHR1 ag: inactive; HEK293 tox: 0%; aSyn yeast inh: -1%; KB-V1 MDR tox: 6%; TDP43 rescue: -19%; GLP-1R inv ag: 1%; DRD3 agonist: -4; GLP-1R agonist: 3%

How did COC(=O)N1CCC2CC1c1c(Cl)cccc12 (stereo not drawn) do in these assays?
DRD3 antagonist: -22; PTHR1 ag: -12%; HEK293 tox: 4%; aSyn yeast inh: -3%; KB-V1 MDR tox: 1%; TDP43 rescue: inconclusive; GLP-1R inv ag: -3%; DRD3 agonist: -4; GLP-1R agonist: 16%

How did CN(Cc1ccon1)Cc1cn(C)nc1-c1ccc(Oc2ccccc2)cc1 do in these assays?
DRD3 antagonist: 17; PTHR1 ag: -21%; HEK293 tox: 2%; aSyn yeast inh: 4%; KB-V1 MDR tox: inconclusive; TDP43 rescue: -18%; GLP-1R inv ag: inconclusive; DRD3 agonist: 3; GLP-1R agonist: 22%

Results for CC(C)C(NS(=O)(=O)c1cccs1)C(=O)NCc1ccccc1Cl (stereo not drawn) ?
DRD3 antagonist: 7; PTHR1 ag: -22%; HEK293 tox: 2%; aSyn yeast inh: -6%; KB-V1 MDR tox: -30%; TDP43 rescue: -11%; GLP-1R inv ag: 3%; DRD3 agonist: 9; GLP-1R agonist: 6%

How did Cc1c(C(=O)Nc2ccc(Cl)cc2)c2ccccn2c1CCc1ccncc1 do in these assays?
DRD3 antagonist: -1; PTHR1 ag: -74%[inhibitor]; HEK293 tox: 10%; aSyn yeast inh: -1%; KB-V1 MDR tox: 16%; TDP43 rescue: 19%; GLP-1R inv ag: inconclusive; DRD3 agonist: 2; GLP-1R agonist: 5%

What do the screens show for `COCCN1C(=O)C(C(=O)OC)CC2=C1CC(C)(C)CC2=O` (stereo not drawn)?
DRD3 antagonist: -9; PTHR1 ag: -18%; HEK293 tox: -2%; aSyn yeast inh: 2%; KB-V1 MDR tox: -16%; TDP43 rescue: 8%; GLP-1R inv ag: 9%; DRD3 agonist: -2; GLP-1R agonist: 5%

What do the screens show for `CCOC(=O)n1c(=O)n(Cc2cccc(C)c2)c2ccccc21`?
DRD3 antagonist: 2; PTHR1 ag: -6%; HEK293 tox: -2%; aSyn yeast inh: 2%; KB-V1 MDR tox: -15%; TDP43 rescue: 11%; GLP-1R inv ag: inconclusive; DRD3 agonist: -1; GLP-1R agonist: 19%

Results for CC(C)c1ccc(NC2CCCN(C(=O)c3ccnn3C)C2)cc1 (stereo not drawn) ?
DRD3 antagonist: -1; PTHR1 ag: -26%; HEK293 tox: 18%; aSyn yeast inh: 0%; KB-V1 MDR tox: inconclusive; TDP43 rescue: 26%; GLP-1R inv ag: -18%; DRD3 agonist: -4; GLP-1R agonist: 5%

How did COc1ccc(-c2nn(-c3cccc([N+](=O)[O-])c3)c3c2cnc2cc4c(cc23)OCO4)cc1 do in these assays?
PTHR1 ag: inactive; HEK293 tox: -1%; KB-V1 MDR tox: 11%; TDP43 rescue: 0%; GLP-1R inv ag: 5%; DRD3 agonist: 8

How did CC(Nc1ccccc1)c1ccncc1 (stereo not drawn) do in these assays?
DRD3 antagonist: 13; PTHR1 ag: -9%; HEK293 tox: -4%; aSyn yeast inh: -3%; KB-V1 MDR tox: 0%; TDP43 rescue: -20%[9.22 µM]; GLP-1R inv ag: 6%; DRD3 agonist: 3; GLP-1R agonist: 1%

How did Cc1nc2ncnn2c(C)c1CCC(=O)NC(C)c1ccc2c(c1)OCCO2 (stereo not drawn) do in these assays?
DRD3 antagonist: 36; PTHR1 ag: -21%; HEK293 tox: -5%; KB-V1 MDR tox: 3%; TDP43 rescue: 1%; GLP-1R inv ag: 0%; DRD3 agonist: -1; GLP-1R agonist: -5%

How did CN(C[C@H](Cc1ccccc1)N(C[C@@H](CC1CCCCC1)N(CCc1ccccc1)N=O)N=O)N=O do in these assays?
DRD3 antagonist: -10; PTHR1 ag: -4%; HEK293 tox: 10%; aSyn yeast inh: -2%; KB-V1 MDR tox: 27%; TDP43 rescue: -3%; GLP-1R inv ag: 10%; DRD3 agonist: -15; GLP-1R agonist: 0%

Reprinted at random: 2 entries already listed.
What do the screens show for `CCOC(=O)n1c(=O)n(Cc2cccc(C)c2)c2ccccc21`?
DRD3 antagonist: 2; PTHR1 ag: -6%; HEK293 tox: -2%; aSyn yeast inh: 2%; KB-V1 MDR tox: -15%; TDP43 rescue: 11%; GLP-1R inv ag: inconclusive; DRD3 agonist: -1; GLP-1R agonist: 19%

How did Cc1nc2ncnn2c(C)c1CCC(=O)NC(C)c1ccc2c(c1)OCCO2 (stereo not drawn) do in these assays?
DRD3 antagonist: 36; PTHR1 ag: -21%; HEK293 tox: -5%; KB-V1 MDR tox: 3%; TDP43 rescue: 1%; GLP-1R inv ag: 0%; DRD3 agonist: -1; GLP-1R agonist: -5%

Going on with the list.
How did COc1ccc(CCNC(=O)c2oc3ccc(S(=O)(=O)N4CCOCC4)cc3c2C)cc1OC do in these assays?
DRD3 antagonist: 15; PTHR1 ag: -5%[57.5 µM]; HEK293 tox: -6%; aSyn yeast inh: 2%; KB-V1 MDR tox: 0%; TDP43 rescue: -29%; GLP-1R inv ag: 48%[activator]; DRD3 agonist: 3; GLP-1R agonist: 0%

Results for COc1cccc(-c2cc(C(F)(F)F)nc(NCCc3ccccc3)n2)c1 ?
PTHR1 ag: -7%; HEK293 tox: 3%; KB-V1 MDR tox: 6%; TDP43 rescue: 0%; GLP-1R inv ag: inconclusive; DRD3 agonist: 4; GLP-1R agonist: 1%

Results for CCn1c(SCC(=O)N/N=C/C=C/c2ccccc2[N+](=O)[O-])nnc1-c1ccccc1 ?
DRD3 antagonist: 3; PTHR1 ag: -31%[inhibitor]; HEK293 tox: -28%; aSyn yeast inh: -8%; KB-V1 MDR tox: 2%; TDP43 rescue: -3%; GLP-1R inv ag: -17%; DRD3 agonist: -2; GLP-1R agonist: 1%

Results for CCCN(CCC)Cc1cc(=O)oc2cc(OC)ccc12 ?
DRD3 antagonist: inconclusive; PTHR1 ag: -23%; HEK293 tox: 2%; aSyn yeast inh: -6%; KB-V1 MDR tox: 9%; TDP43 rescue: 16%; GLP-1R inv ag: -2%; DRD3 agonist: -4; GLP-1R agonist: 9%

Results for Cc1ccc(NC(=S)N2CCN(S(=O)(=O)c3c(F)cccc3F)CC2)cc1C ?
DRD3 antagonist: -3; PTHR1 ag: -25%; HEK293 tox: -1%; aSyn yeast inh: -1%; KB-V1 MDR tox: 13%; TDP43 rescue: 18%; GLP-1R inv ag: -37%; DRD3 agonist: 2; GLP-1R agonist: 0%

How did CCc1ccccc1NC(=O)Cn1c(=O)n(CC(=O)NCCc2ccccc2)c(=O)c2ccccc21 do in these assays?
PTHR1 ag: inactive; HEK293 tox: 7%; KB-V1 MDR tox: 0%; TDP43 rescue: 14%; GLP-1R inv ag: 10%; DRD3 agonist: -9; GLP-1R agonist: -3%

Results for Cc1ccc(S(=O)(=O)N2C[C@H]3[C@H]4C(=O)N(c5ccccc5)C(=O)[C@H]4CC(=O)[C@H]3[C@@H]2c2ccccc2)cc1 ?
DRD3 antagonist: 10; PTHR1 ag: 13%; HEK293 tox: -2%; aSyn yeast inh: 0%; KB-V1 MDR tox: 14%; TDP43 rescue: 22%; GLP-1R inv ag: -4%; DRD3 agonist: 2; GLP-1R agonist: -5%

How did CCN(CC(=O)Nc1ccc2c(c1)OCCO2)C(=O)c1cc(=O)[nH]c2ccccc12 do in these assays?
DRD3 antagonist: 2; PTHR1 ag: inactive; HEK293 tox: -8%; aSyn yeast inh: 1%; KB-V1 MDR tox: -5%; TDP43 rescue: -20%; GLP-1R inv ag: 2%; DRD3 agonist: -8; GLP-1R agonist: 25%

What do the screens show for `CCOC(=O)c1cnc2c(-c3ccc(Cl)cc3)c(C)nn2c1N`?
DRD3 antagonist: 11; PTHR1 ag: inactive; HEK293 tox: -5%; aSyn yeast inh: -6%; KB-V1 MDR tox: 0%; TDP43 rescue: -3%; GLP-1R inv ag: 14%; DRD3 agonist: 4; GLP-1R agonist: -4%

How did CCOC(=O)C1=C(CN2CCC(C)CC2)NC(=O)NC1c1ccc(Cl)cc1 (stereo not drawn) do in these assays?
DRD3 antagonist: -86*; PTHR1 ag: -9%[57.5 µM]; HEK293 tox: -8%; aSyn yeast inh: 0%; KB-V1 MDR tox: -3%; TDP43 rescue: -20%; GLP-1R inv ag: 0%; DRD3 agonist: 2; GLP-1R agonist: 18%

Results for CCN(CC)CCNC(=O)c1cc(S(=O)(=O)N2CCc3ccccc32)cn1C ?
DRD3 antagonist: 17; PTHR1 ag: -3%; HEK293 tox: -15%; aSyn yeast inh: 5%; KB-V1 MDR tox: 2%; TDP43 rescue: 6%; GLP-1R inv ag: -22%; DRD3 agonist: 2; GLP-1R agonist: 8%

What do the screens show for `O=C(N=Nc1c(O)[nH]c2ccc(F)cc12)c1ccc(NS(=O)(=O)c2cccs2)cc1`?
DRD3 antagonist: -6; PTHR1 ag: -10%; HEK293 tox: -5%; aSyn yeast inh: 6%[1.84 µM]; KB-V1 MDR tox: 21%; TDP43 rescue: 0%; GLP-1R inv ag: 8%; DRD3 agonist: -11; GLP-1R agonist: -6%
